Screening results as filed in PubChem BioAssay.
Mcl1 Noxa PPI – disrupts binding of human Mcl-1 to Noxa peptide; TR-FRET Mcl-1/Noxa peptide binding, 2 h; inhibition, % at 21.7 µM; 220,000 tested, 1.5% active;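 active means compounds that cut the protein-peptide binding signal by more than 50% relative to plate controls in a single-dose test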;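 further: His-tagged Mcl-1 with rhodamine Noxa BH3 peptide and terbium anti-His antibody; 0% = Mcl-1 plus Noxa peptide wells and 100% = peptide-only wells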
Target sequence (Q07820 whole entry, looked up): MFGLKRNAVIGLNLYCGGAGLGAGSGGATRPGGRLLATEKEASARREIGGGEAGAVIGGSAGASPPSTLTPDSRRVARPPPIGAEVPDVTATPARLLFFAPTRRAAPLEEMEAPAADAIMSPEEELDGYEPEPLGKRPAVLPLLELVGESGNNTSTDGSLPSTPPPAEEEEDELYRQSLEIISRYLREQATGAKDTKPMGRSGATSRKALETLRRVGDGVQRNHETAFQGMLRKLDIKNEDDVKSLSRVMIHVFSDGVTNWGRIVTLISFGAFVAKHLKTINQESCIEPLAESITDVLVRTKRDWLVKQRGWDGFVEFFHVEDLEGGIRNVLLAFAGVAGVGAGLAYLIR
HRas wt GTP bind – changes GTP binding to wildtype human HRas | GTP binding activity, % at 10 µM | GST-Ras wt beads, Bodipy-FL-GTP binding, flow cytometry; actives lie on both sides | P01112 | 190,000 tested, 0.14% active;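 active means GTP binding activity at least 20% away from the 100% baseline, either lowered as inhibitor or raised as activator; inconclusive means flagged as likely green fluorescent, judged across all proteins in the well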;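 further: 0% = unlabeled GTP competition control and 100% = no-compound control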
Target sequence (P01112 whole entry, looked up): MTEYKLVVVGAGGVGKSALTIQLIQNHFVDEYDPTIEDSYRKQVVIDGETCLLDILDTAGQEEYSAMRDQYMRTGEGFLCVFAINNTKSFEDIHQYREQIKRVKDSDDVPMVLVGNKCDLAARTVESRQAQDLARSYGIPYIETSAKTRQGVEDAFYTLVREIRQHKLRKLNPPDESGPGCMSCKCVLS
Rab7 wt modul – alters GTP binding to wildtype dog Rab7 | GST-Rab7 beads, fluorescent GTP binding, flow cytometry; actives lie on both sides; untreated = 100%, excess cold GTP = 0% | GTP binding activity (percent of control), % at 10 µM | 190,000 tested, 0.055% active | AID 758;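 active means fluorescent GTP binding to Rab7 beads changed by at least 20 points from the 100% baseline, either direction, mostly lower; inconclusive means compound itself probably fluorescent, or too few beads counted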;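 further: median green fluorescence of bound Bodipy-FL-GTP per Rab7 bead population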
Rac1 wt modul – alters GTP binding to wildtype human Rac1. P63000. GST-Rac1 beads, fluorescent GTP binding, flow cytometry; actives lie on both sides; 0 = cold GTP competed, 100 = untreated. GTP binding activity (% of control), % at 10 µM. 190,000 tested, 0.27% active;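 active means GTP binding activity at least 20 points away from the 100% control level, either lower or higher; inconclusive means compound flagged as likely green fluorescent, judged across all proteins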
Pf gamet viab – kills late stage P. falciparum gametocytes. P. falciparum stage V gametocytes, ATP luminescence, 24 h. inhibition, % at 10.9 µM. 150,000 tested, 0.065% active;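 active means inhibition above the mean plus 3 SD of compounds within the control limits, set per campaign, cut at about 38% in these data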;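 further: 0% = DMSO wells and 100% = medium only without gametocytes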
Avidin bead fluor – avidin bead compound fluorescence profile; Avidin beads, compound fluorescence 488/530 nm, flow cytometry; stronger effect = higher value; fluorescence (KMESF) at 10 µM; 220,000 tested, 0.38% active; in the data active means fluorescence above about 47; further: inactives centre near 10
Rab2A wt mod – changes GTP binding to wildtype dog Rab2A, up or down. GST-Rab2 wt beads, Bodipy-GTP binding, flow cytometry. GTP binding activity, % at 10 µM. 190,000 tested, 0.19% active. AID 760;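 active means GTP binding activity at least 20 points away from 100%, either lowered or raised; inconclusive means signal likely due to the compound's own green fluorescence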;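 further: 0% = beads with excess unlabeled GTP and 100% = no-compound control corrected for plate trend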
Mcl1-Bid inh – Mcl-1/Bid interaction inhibition | Q07820 | TR-FRET Mcl-1/Bid-Dy647 peptide binding, 1536-well | inhibition, % at 21.7 µM | 220,000 tested, 0.97% active | AID 1021;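 active means compounds that cut the binding signal by more than half at the single screening dose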;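 further: His-tagged Mcl-1 with europium anti-His antibody binding Bid BH3 peptide; 0% = Mcl-1 plus peptide wells and 100% = peptide-only wells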
Rac1 act GTP bind – human Rac1 activated mutant GTP binding change; P63000; GST-Rac1 activated beads, fluorescent GTP binding, flow cytometry; actives lie on both sides; 100% means binding = to untreated wells; percent activity (GTP binding), % at 10 µM; 190,000 tested, 0.11% active;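 active means GTP binding at least 20 percentage points away from the 100% baseline, in either direction, so actives lie on both sides; inconclusive means Compound likely fluorescent itself, or too few beads counted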
Cdc42 wt – changes GTP binding to wildtype human Cdc42; GST-Cdc42 beads, Bodipy-GTP binding, flow cytometry; actives lie on both sides; percent activity (GTP binding), % at 10 µM; P60953; 190,000 tested, 0.2% active;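 active means percent activity GTP binding at least 20 points away from the 100% baseline, either down as inhibitor or up as activator; inconclusive means compound flagged as likely green fluorescent from well-wide comparison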;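 further: median bead fluorescence of bound Bodipy-FL-GTP at 100 nM; 0% = excess unlabeled GTP control and 100% = no compound control; below 100% means less GTP binding so inhibitor and above means activator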
Target sequence (P60953 whole entry, looked up): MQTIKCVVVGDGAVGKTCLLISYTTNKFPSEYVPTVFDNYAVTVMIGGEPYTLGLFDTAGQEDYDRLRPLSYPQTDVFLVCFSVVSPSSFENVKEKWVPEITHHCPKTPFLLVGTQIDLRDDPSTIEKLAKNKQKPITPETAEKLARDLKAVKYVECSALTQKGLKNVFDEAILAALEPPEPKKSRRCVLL
Bim-Mcl-1 – inhibitors of Bim-Mcl-1 interaction, human | Q07820 | Bead-based flow cytometry, Bim peptide-Mcl-1 binding | inhibition, % at 10 µM | 190,000 tested, 0.1% active; in the data active means inhibition above about 40%;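 further: 0% = no compound tracer wells and 100% = peptide blocker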
* hit, by the source's call; ? = inconclusive; . = no result given. Not all compounds are listed; count on the stated rates, not on these rows.

SMILES	Mcl1 Noxa PPI	HRas wt GTP bind	Rab7 wt modul	Rac1 wt modul	Pf gamet viab	Avidin bead fluor	Rab2A wt mod	Mcl1-Bid inh	Rac1 act GTP bind	Cdc42 wt	Bim-Mcl-1
CCC(=NCCCn1ccnc1)c1c(O)n(Cc2ccccc2)c(=O)[nH]c1=O	5	98	97	94	-13	10	98	2	97	98	0
CCOc1ccccc1C1SCC(=O)Nc2c1c(=O)[nH]n2C(CC)CC (configuration not stated)	11	102	101	108	4	10	101	-23	101	104	-2
COc1ccc(C(=O)N2CCCC2=O)cc1	13	100	98	99	.	7	103	-6	99	104	-2
Cc1cc(C=C2C(=O)N(C)C(=S)N(C)C2=O)c(C)n1-c1cccnc1	2	97	97	102	12	15	95	-13	96	98	6
COc1cc(N2CCOCC2)ccc1/C=C1\C(=O)NC(=O)N(C2CCCCC2)C1=O	3	99	98	100	.	6	98	-22	97	99	5
CCC(=Nc1ccc2c(c1)CCC2)c1c(O)n(C2CCCCC2)c(=O)[nH]c1=O	4	102	102	105	14	10	101	-15	102	102	-2
C/C(=N\Nc1ccccc1)c1c(O)n(C)c(=O)n(C)c1=O	-19	99	94	105	-2	5	98	-32	100	104	-2
CC(=NCCN1CCOCC1)c1c(O)n(Cc2ccccc2)c(=O)[nH]c1=O	6	103	100	105	-10	34	101	-7	99	105	-2
CCn1cc(CN2CCCC(C(=O)c3sccc3C)C2)cn1 (configuration not stated)	-2	97	103	100	11	3	102	-23	96	98	-1
Cc1cc(C=C2C(=O)NC(=O)NC2=O)c(C)n1-c1ccc2c(c1)OCO2	29	94	97	97	1	9	98	2	95	98	-3
Nc1c(C(=O)NCc2ccco2)c2nc3ccccc3nc2n1CCN1CCOCC1	19	91	95	97	19	36	90	-6	94	91	13
CSC(=Nc1ccccc1)c1c(O)n(C)c(=O)n(C)c1=O	-14	100	100	101	.	12	102	-53	98	99	-4
CCOP(=O)(OCC)C(NC(=O)CC(C)C)C(Cl)(Cl)Cl (configuration not stated)	-4	91	94	87	2	26	92	-7	93	91	-1
O=C(NCc1ccc(C(=O)N2CCC3(CC2)OCCO3)cc1)c1cccc(Br)c1	7	95	95	94	-3	26	95	-3	93	97	-2
CCC(C)N1Cc2ccccc2C1=N (configuration not stated)	7	?	?	?	.	7	?	-3	?	?	-2
CN1CCN(c2c(N)c(=O)oc3ccccc23)CC1	26	100	99	103	-34	7	99	-2	97	100	-1
N#Cc1cc2c(nc1SCC(=O)Nc1cc(Cl)cc(Cl)c1)C1CCN2CC1	12	98	95	95	.	33	95	-8	93	96	1
C=Cc1ccc(Cn2c(C(=O)O)c(C=O)c3ccccc32)cc1	20	91	94	93	-14	9	91	-20	87	93	-1
O=C1NC(=O)N(c2cccc(Br)c2)C(=O)/C1=C/c1ccsc1	35	91	89	83	-14	9	93	-16	90	88	-2
CCN(CC)CCN1Cc2ccccc2C1=N	1	102	103	101	5	12	100	-14	101	100	-2

Sorted by SMILES length (largest number first): some entries from above
SMILES	Mcl1 Noxa PPI	HRas wt GTP bind	Rab7 wt modul	Rac1 wt modul	Pf gamet viab	Avidin bead fluor	Rab2A wt mod	Mcl1-Bid inh	Rac1 act GTP bind	Cdc42 wt	Bim-Mcl-1
CCC(=Nc1ccc2c(c1)CCC2)c1c(O)n(C2CCCCC2)c(=O)[nH]c1=O	4	102	102	105	14	10	101	-15	102	102	-2
O=C(NCc1ccc(C(=O)N2CCC3(CC2)OCCO3)cc1)c1cccc(Br)c1	7	95	95	94	-3	26	95	-3	93	97	-2
Cc1cc(C=C2C(=O)NC(=O)NC2=O)c(C)n1-c1ccc2c(c1)OCO2	29	94	97	97	1	9	98	2	95	98	-3
Cc1cc(C=C2C(=O)N(C)C(=S)N(C)C2=O)c(C)n1-c1cccnc1	2	97	97	102	12	15	95	-13	96	98	6
N#Cc1cc2c(nc1SCC(=O)Nc1cc(Cl)cc(Cl)c1)C1CCN2CC1	12	98	95	95	.	33	95	-8	93	96	1
Nc1c(C(=O)NCc2ccco2)c2nc3ccccc3nc2n1CCN1CCOCC1	19	91	95	97	19	36	90	-6	94	91	13
O=C1NC(=O)N(c2cccc(Br)c2)C(=O)/C1=C/c1ccsc1	35	91	89	83	-14	9	93	-16	90	88	-2
C/C(=N\Nc1ccccc1)c1c(O)n(C)c(=O)n(C)c1=O	-19	99	94	105	-2	5	98	-32	100	104	-2
CCOP(=O)(OCC)C(NC(=O)CC(C)C)C(Cl)(Cl)Cl (configuration not stated)	-4	91	94	87	2	26	92	-7	93	91	-1
CSC(=Nc1ccccc1)c1c(O)n(C)c(=O)n(C)c1=O	-14	100	100	101	.	12	102	-53	98	99	-4
CCn1cc(CN2CCCC(C(=O)c3sccc3C)C2)cn1 (configuration not stated)	-2	97	103	100	11	3	102	-23	96	98	-1
CN1CCN(c2c(N)c(=O)oc3ccccc23)CC1	26	100	99	103	-34	7	99	-2	97	100	-1
CCN(CC)CCN1Cc2ccccc2C1=N	1	102	103	101	5	12	100	-14	101	100	-2
CCC(C)N1Cc2ccccc2C1=N (configuration not stated)	7	?	?	?	.	7	?	-3	?	?	-2

New compounds follow:
SMILES	Mcl1 Noxa PPI	HRas wt GTP bind	Rab7 wt modul	Rac1 wt modul	Pf gamet viab	Avidin bead fluor	Rab2A wt mod	Mcl1-Bid inh	Rac1 act GTP bind	Cdc42 wt	Bim-Mcl-1
Brc1ccc2[nH]cc(/C=N/N3CCCCC3)c2c1	24	99	96	105	.	14	101	-11	101	106	-3
CCCCOCCCn1c(N)c(C(=O)OC(C)COC)c2nc3ccccc3nc21 (configuration not stated)	-2	101	100	101	.	8	100	-7	98	104	-2
Cc1ccccc1N1C(=O)NC(=O)/C(=C\c2cc(Br)c(N3CCOCC3)o2)C1=O	-4	100	97	100	.	8	100	-26	97	98	15
CC(C)N1CCN(Cc2ccc3c(c2)OCCO3)CC1CCO (configuration not stated)	-4	95	98	101	-5	11	94	-21	98	97	-2
Cc1cccc(-n2c(-c3ccco3)nc3ccccc3c2=O)n1	6	102	99	101	12	18	101	-10	99	102	-7
CCCCCCN1CCN(c2ccccc2Cl)CC1	41	98	108	101	-19	13	97	13	97	96	-6
Cn1c(O)c(C=NCCOc2ccc(Cl)cc2)c(=O)n(C)c1=O	-51	97	102	98	.	10	99	-38	96	98	-1
COC(=O)C(O)(c1ccc(N=Cc2ccccc2O)c(C)c1)C(F)(F)F (configuration not stated)	14	102	102	108	7	11	99	-19	100	102	-3
CCOC(=O)N(c1ccccc1)P1(=S)OCC(C)O1 (configuration not stated)	0	102	100	107	.	10	103	-1	99	103	-3
CCOc1cc(/C=C2/C(=O)NC(=O)N(c3ccc(CC)cc3)C2=O)ccc1OC(=O)c1cccs1	30	96	94	101	.	10	96	5	96	100	-3
O=C1NC(=O)C(=CN2CCc3ccccc32)C(=O)N1	16	97	97	102	6	5	96	-71	95	99	8
C#CCOCOCC#CCN(CC)CC	-5	100	96	95	0	18	98	9	98	98	-1
CCOC(=O)c1[nH]c(C)c(C(=O)N2CCC3(CC2)OCCO3)c1C	-11	98	96	98	.	6	100	-16	98	96	.
S=C(c1ccc(Cl)cc1)N1CCOCC1	36	97	97	98	-2	29	100	-17	97	98	-7
Oc1ccc(/C=N/NP(=S)(c2ccccc2)c2ccccc2)cc1	5	102	102	104	-48	3	102	5	100	105	0
Cc1cccc(NP(=O)(Oc2ccccc2F)Oc2ccccc2F)c1	17	99	98	99	-14	16	99	15	98	95	-6
Clc1ccc2c(c1)C(OC1CN3CCC1CC3)c1ccccc1CS2 (configuration not stated)	-4	102	98	103	7	17	100	-27	103	100	-2
COc1ccc(OCC(=O)N2CCN(Cc3ccc(SC)cc3)CC2)cc1	17	97	104	102	11	13	97	-1	93	95	-2
CCc1nc2ccc(N3CCN(C)CC3)cc2nc1CC	13	98	103	100	-3	16	98	-22	97	98	-1
CC(C)C12CN3CCN(CC(C3)/C1=N\O)C2	-4	104	102	108	.	5	103	-19	101	107	1
CN(C)CP(=O)(O)CN(C)C=O	-20	100	95	99	.	6	101	-40	99	102	2
CN1CCC(N(C)c2nc(-c3ccc([N+](=O)[O-])cc3)nc3ccccc23)CC1	94*	98	98	99	15	8	97	-2	97	102	0
CCOc1ccc2nc(N=Nc3c(O)[nH]c(=S)[nH]c3=O)sc2c1	28	90	95	91	7	11	92	-24	89	88	0
Cc1cc(Cl)nc(N)n1	9	97	100	101	9	5	98	2	99	97	-5
FC(F)=C(F)CCSc1ncn[nH]1	4	101	98	104	11	8	98	-31	100	100	0
CC12CN3C(O)C(C)(C1)CC(C)(C2)C3O (configuration not stated)	-6	102	102	106	.	7	99	-10	96	101	0
O=[N+]([O-])c1ccc(N2CCCCCC2)c2ncccc12	0	97	105	100	12	10	98	-11	95	91	-2
Cc1nc2cc(C(=O)N3CCC4(CC3)OCCO4)ccc2n1-c1ccc(Br)cc1	14	96	98	91	-14	15	97	-5	94	95	-8
CN(C)C1(CNC(=O)c2ccc(Cl)c(S(=O)(=O)NCc3ccco3)c2)CCCCC1	7	99	103	99	.	10	100	-42	98	101	1
CCN(CC)c1ccc(/C=C2\C(=O)NC(=O)N(CC3CCCO3)C2=O)cc1 (configuration not stated)	-7	98	98	101	-13	1	100	-70	99	100	-1
O=C(C1CC(c2ccc(F)cc2)=NO1)N1CCC2(CC1)OCCO2 (configuration not stated)	6	98	97	100	.	13	100	-14	99	97	-2
Fc1cccc(F)c1CN1CCN(Cc2c(F)cccc2F)CC1	8	102	100	109	18	8	102	7	102	103	0
COc1ccccc1N1CCN(Cc2c(F)cccc2Cl)CC1	8	97	95	98	-13	6	97	34	98	99	-4
O=C(CN1C(=O)CCSc2ccccc21)N1CCC2(CC1)OCCO2	21	99	98	99	.	13	100	-12	97	100	0
O=C(Nc1ccccc1OC(=O)N1CCCCC1)N1CCCCC1	4	105	101	117	-1	12	102	-47	105	110	3
Cc1ccc(N2C(=O)NC(=O)C(CCc3ccccn3)(Cc3ccc(F)cc3)C2=O)cc1 (configuration not stated)	9	93	94	96	-7	10	96	2	95	95	2
Cc1ccc(CN2C3CCCC2CC(NC(=S)NCc2ccccc2)C3)cc1 (configuration not stated)	0	99	104	101	-13	8	99	-16	98	99	-2
